Assay outcomes: PubChem, several laboratories
Mdm2 ligase inh – MDM2-luciferase reporter signal enhancers, primary screen, MDM2 E3 ligase inhibitor project, cell-based, luminescence, 1536-well; 210,000 tested, 0.11% active; signal enhancement, % at 5 µM; AID 1230, 2008; cell-based MDM2 ubiquitination luciferase reporter, 2 h; 0 = plate control, 100 = twice control, blank-subtracted; E3 ubiquitin-protein ligase Mdm2 (Homo sapiens), Q00987;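 active = signal enhancement of 30% or more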;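 note: luminescence tracks abundance of the self-degrading MDM2-luciferase fusion protein; higher signal means inhibition of MDM2 E3 ligase activity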
Target sequence (Q00987 whole entry, looked up, the tested form may be a part): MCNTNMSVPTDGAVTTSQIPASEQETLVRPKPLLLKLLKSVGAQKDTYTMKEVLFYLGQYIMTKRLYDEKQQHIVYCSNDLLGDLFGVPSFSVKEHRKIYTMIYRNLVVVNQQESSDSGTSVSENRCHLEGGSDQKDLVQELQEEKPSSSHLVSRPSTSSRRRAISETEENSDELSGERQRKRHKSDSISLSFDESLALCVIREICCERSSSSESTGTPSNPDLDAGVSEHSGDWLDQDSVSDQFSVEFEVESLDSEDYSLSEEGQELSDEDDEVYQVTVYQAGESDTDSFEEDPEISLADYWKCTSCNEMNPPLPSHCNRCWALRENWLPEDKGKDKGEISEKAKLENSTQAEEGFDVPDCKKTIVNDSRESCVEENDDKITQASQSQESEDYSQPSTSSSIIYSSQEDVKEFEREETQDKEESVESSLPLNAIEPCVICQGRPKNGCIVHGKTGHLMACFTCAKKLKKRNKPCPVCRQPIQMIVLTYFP
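Assay system: stable mammalian line carrying autodegrading MDM2–luciferase fusion reporter; Input: 2000 cells in each well; Compound dosing: single-point 5 µM; Schedule: 2 h compound exposure at 37 °C; Signal: SteadyLite luciferase luminescence after 15 min room-temperature reagent incubation; Evaluation: % luminescence enhancement versus blank-corrected plate control mean; Benchmarks: plate controls and plate blanks.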
Tb hexokinase – Trypanosoma brucei hexokinase 1 inhibitors, primary screen, biochemical, G6PDH-coupled NADH absorbance, MLSCN library; hexokinase 1 [Trypanosoma brucei]; recombinant TbHK1, G6PDH-coupled NADH A340; inhibition, % at 10 µM; 220,000 tested, 0.11% active; AID 1430, 2008;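 active = inhibition of 50% or more in the single-dose primary screen; inactive = inhibition below 50%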
Runt-SMMHC FRET – inhibitors of RUNX1 Runt–CBFb-SMMHC binding, primary screen, biochemical, FRET, Cerulean-Runt, Venus-CBFb-SMMHC, uHTS; Runt-related transcription factor 1 (Homo sapiens) + Core-binding factor subunit beta …; Cerulean-Runt/Venus-CBFb-SMMHC FRET ratio 530/480, 1 h; inhibition, % at 20 µM; 220,000 tested, 0.74% active;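 active = mean inhibition across duplicate retests at 20 µM reaching about 50%, limit read from the data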;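 note: 0% = DMSO wells and 100% = wells with excess untagged CBFb-SMMHC; inhibitors lower the FRET ratio by blocking Runt binding to CBFb-SMMHC; some results filed as inactive read as strong as hits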
Runt-CBFb FRET – inhibitors of RUNX1 Runt–CBFb binding, primary screen, biochemical, FRET, Cerulean-Runt, Venus-CBFb, uHTS; Runt-related transcription factor 1 (Homo sapiens) + Core-binding factor subunit beta …; inhibition, % at 20 µM; 220,000 tested, 0.46% active; Cerulean-Runt/Venus-CBFb FRET ratio 530/480, 1 h;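 active = inhibition over about 50% at 20 µM in the single-dose screen, limit read from the data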;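 note: 0% = DMSO wells and 100% = excess unlabeled CBFb competitor control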
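Doses: 20 µM compound in 1% DMSO | Material: Cerulean-labeled Runt domain protein | Amount: Each fluorescent fusion protein 100 nM | Schedule: Two 1 h room-temperature incubations shielded from light | Measured by: FRET fluorescence | Evaluation: Loss of energy transfer signal | Controls: Unlabeled CBFb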
NCF1 inh – p47phox/p22phox peptide binding inhibitors, primary screen, biochemical, uHTS, NADPH oxidase regulatory subunit; Neutrophil cytosol factor 1 (Homo sapiens), P14598; AID 1274, 2008; inhibition, % at 24.7 µM; fluorescence polarization, 2 h; 220,000 tested, 0.53% active;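 active = inhibition above about 30%, limit read from the data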;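 note: 0% = p47phox with labelled peptide and 100% = labelled peptide alone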
EBV gp42 block – Epstein-Barr virus gp42 inhibitors, primary screen, biochemical, uHTS, fluorescence polarization; Glycoprotein 42 (Epstein-Barr virus (strain AG876)), Q1HVG2; Fluorescence polarization binding assay, mP read-out; inhibition, % (tested at 21.74 µM); 220,000 tested, 0.42% active; AID 1085, 2008; in the data active = inhibition above about 50%
Target sequence (Q1HVG2 whole entry, looked up): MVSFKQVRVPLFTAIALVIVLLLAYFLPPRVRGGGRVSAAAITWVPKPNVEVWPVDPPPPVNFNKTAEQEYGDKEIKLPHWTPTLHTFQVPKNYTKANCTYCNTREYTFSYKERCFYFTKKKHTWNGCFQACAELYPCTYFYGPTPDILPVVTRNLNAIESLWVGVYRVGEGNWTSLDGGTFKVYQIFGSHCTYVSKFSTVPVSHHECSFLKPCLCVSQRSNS
L929 necroptosis – inhibitors of zVAD-triggered necroptosis, primary screen, L929 cells. L929 zVAD necroptosis rescue, ATP luminescence, 24 h; with zVAD 60 µM. viability rescue, % at 10 µM. 220,000 tested, 0.38% active. AID 1377, 2008;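 active = activation, scaled between plate controls, above about 75%, limit read from the data; inactive = activation under that limit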;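 note: 0% = zVAD with DMSO and 100% = DMSO alone without zVAD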
14-3-3 Bad inh – inhibitors of 14-3-3 zeta/Bad binding, primary screen, biochemical, TR-FRET, bovine 14-3-3 zeta | 220,000 tested, 0.71% active | 14-3-3 protein zeta/delta (Bos taurus), P63103 | TR-FRET 14-3-3zeta/Dy647-pBad peptide displacement, 1 h | inhibition, % at 21.7 µM;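 active = inhibition above about 70%, limit read from the data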;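 note: 0% = full 14-3-3 plus peptide FRET controls and 100% = background without 14-3-3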
Target sequence (P63103 whole entry, looked up): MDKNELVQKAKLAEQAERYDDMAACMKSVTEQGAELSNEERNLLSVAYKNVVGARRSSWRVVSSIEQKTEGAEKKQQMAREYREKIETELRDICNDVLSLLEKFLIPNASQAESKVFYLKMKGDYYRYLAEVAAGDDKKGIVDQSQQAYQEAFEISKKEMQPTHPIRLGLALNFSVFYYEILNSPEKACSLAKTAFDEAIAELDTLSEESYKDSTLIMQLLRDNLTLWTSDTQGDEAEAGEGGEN
Hck-Nef inh – inhibitors of Nef-activated human Hck kinase, primary screen, biochemical, Z-Lyte FRET, 384-well, Hck-YEEI; Tyrosine-protein kinase HCK (Homo sapiens), P08631; Recombinant Hck-YEEI plus Nef, Z-Lyte FRET kinase assay; inhibition, % at 20 µM; 220,000 tested, 0.68% active; AID 463187, 2010;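 active = Hck-Nef kinase inhibition above about 50%, limit read from the data; inactive = inhibition below that limit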;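 note: 0% = DMSO with Hck plus Nef and 100% = Hck alone without Nef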
* hit, by the source's call; · = no result given; [ ] = dose if it differs, or a comment.

Molecule,Mdm2 ligase inh,Tb hexokinase,Runt-SMMHC FRET,Runt-CBFb FRET,NCF1 inh,EBV gp42 block,L929 necroptosis,14-3-3 Bad inh,Hck-Nef inh
CCc1ccccc1NC(=O)c1cc(=O)c2ccccc2o1,2.1,-0.8,-1.6,1.4,-7.4,-6.3,0.7,4.5,8.7
CCc1ccc(CN(C)C(=O)CCc2nnc(CCc3ccccc3OC)o2)nc1,-0.2,1.6,1.8,0.7,-4.7,-14.9,-0.2,-5.5,20.1
Cn1c(=O)c2c(nc(NCCCO)n2C/C=C/c2ccccc2)n(C)c1=O,-8.9,-5.4,-2.6,-0.2,-11.2,0.7,-0.1,5.2,-5.9
COc1ccc(-n2cc(CNCCCN3CCCC3=O)c(-c3ccccc3Cl)n2)cc1,-10.0,-9.5,-2.0,-0.3,3.3,-2.2,-1.1,-11.0,2.8
O=C(/C=C/Nc1cccc(F)c1)c1ccco1,5.7,-25.7,13.0,5.4,-8.6,-13.3,0.8,8.9,5.1
COc1ccc(C(=O)C(CO)Oc2ccccc2OC)cc1OC (configuration not stated),-3.7,1.7,141.3,-1.4,1.2,-1.9,0.9,-4.5,0.0
CCOc1ccccc1OCCCC(=O)NC1CCCc2ccccc21 (configuration not stated),-15.3,-4.5,-3.0,-0.2,-1.9,-12.4,0.0,16.5,-0.4
Cc1cc(-c2nnc3n2N=C(c2ccccc2)CS3)n[nH]1,-5.7,3.9,-0.7,-1.2,1.1,-7.5,1.0,-2.8,13.2
COC(=O)c1sccc1-n1cccc1C(=O)C(=O)N1CCCC1,-8.3,-6.6,1.1,-3.8,5.7,-12.2,-0.6,4.4,0.0
CC(C)Sc1nc2ccccc2[nH]1,-1.2,0.0,-3.4,-1.3,-4.8,-9.4,2.9,-19.0,16.9
O=C(c1ccc(Cl)cc1Cl)c1ncc(C(F)(F)F)cc1Cl,-16.0,-1.0,3.9,-2.1,2.1,-8.3,-0.1,-6.9,1.5
COc1ccc(-c2nnc(SCC(=O)Nc3nncs3)o2)cc1,-5.8,-2.6,-2.2,0.4,-6.7,-14.3,1.7,-16.2,21.0
CCOC(=O)N1CCN(S(=O)(=O)Cc2ccccc2)CC1,1.2,-2.4,-2.8,-1.3,-2.9,-2.5,0.3,6.9,1.5
CCOc1cc(/C=N/NC(=O)CN2CCOCC2)ccc1OCc1ccc(Cl)cc1,-11.8,-17.4,-1.6,0.7,-16.6,-6.0,0.5,-12.0,1.4
Cc1ccc(CCN2CC(C(=O)NCc3ccc4c(c3)OCO4)CC2=O)cc1 (configuration not stated),-15.4,-9.0,-3.0,1.8,-1.7,-4.1,0.1,-7.2,-22.5
COC(=O)C(Cc1ccc(OC(=O)c2ccc(Cl)cc2)cc1)N1Cc2ccccc2C1=O (configuration not stated),-14.3,1.2,-7.6,-9.2,0.2,-16.3,-0.1,-3.1,-0.1
COc1ccc(S(=O)(=O)N2CCOC2CNC(=O)C(=O)NCCc2c[nH]c3ccccc23)cc1 (configuration not stated),·,-1.0,1.7,-0.4,-20.6,-13.4,·,1.9,-2.6
O=Cc1c(F)cccc1N1CCCC1,2.1,9.3,0.1,1.1,-7.7,-14.6,0.8,10.0,12.6
NC(=O)N/N=C/c1cn(-c2ccccc2)nc1-c1cccs1,-19.4,-0.1,-0.8,0.4,-35.5,5.5,14.0,-5.8,0.8
O=C(Nc1ccc2oc(-c3ccccc3)nc2c1)c1cccs1,2.3,-0.4,-7.3,-2.5,-12.4,1.7,-0.2,-0.6[fluorescence artefact?],6.9
Clc1ccc(SCNc2ccccc2Cl)cc1,·,-0.1,10.2,37.9,-6.1,-7.5,-0.5,-5.7,12.9
CCS(=O)(=O)Nc1ccc2[nH]c(=O)[nH]c2c1,-4.5,-0.3,-4.3,1.1,-1.7,1.5,4.1,-13.8,23.1
CCCS(=O)(=O)N1CCN(Cc2ccccc2C(F)(F)F)CC1,-12.8,2.7,-0.3,-2.9,0.3,1.2,-0.4,58.5,0.5
O=C(O)C1CCN(C(=O)c2ccc(Cl)cc2)CC1,-24.5,-10.3,-4.9,1.2,1.1,-11.9,0.0,-4.0[fluorescence artefact?],-2.0
CCn1c(SCC(=O)Nc2ccccc2)nc2nc3c(cc2c1=O)COC(C)(C)C3,2.0,-14.9,-0.7,-0.3,1.4,15.3,0.0,-0.6,20.0
Cc1ccc(-c2nc(=S)c3c(n2CC2CCCO2)CC(C)(C)OC3)cc1 (configuration not stated),-13.7,-70.3,-7.4,-0.5,-10.0,-6.0,-0.5,-10.2,1.2
COc1ccc(-c2nc(C#N)c(N3CC(C)OC(C)C3)o2)cc1OC (configuration not stated),-3.4,-4.8,0.2,-1.4,-13.4,-15.4,0.1,29.6,0.8
COc1ccc(N2C(=O)CC(Nc3ccc(F)cc3)C2=O)c([N+](=O)[O-])c1 (configuration not stated),-16.5,1.8,2.2,-0.4,2.1,1.1,-0.8,-0.9,-2.1
C=C1CN(Cc2ccccc2)S(=O)(=O)c2ccccc21,-9.5,2.9,2.6,0.8,-8.8,-19.1,0.3,1.6,-24.7
O=C(NC1(C(F)(F)F)NC(=O)N(Cc2ccccc2)C1=O)c1cccnc1 (configuration not stated),-7.7,-3.2,-3.0,2.7,2.1,-5.3,1.1,-4.4,2.6
Cc1nn(-c2ccccc2)c(N)c1Sc1ccc([N+](=O)[O-])cc1,-6.9,-14.8,3.0,5.1,10.7,-29.9,0.5,8.5[fluorescence artefact?],-0.8
COc1ccc2c(c1OC)C(=O)OC2CC(=O)c1ccc(O)c(O)c1 (configuration not stated),-15.7,-37.1,0.2,2.5,-2.6,-23.0,0.8,12.3,8.6
O=c1oc2ccccc2nc1/C=C(O)/C=C\c1ccccc1,-1.1,-6.1,-1.7,5.8,-22.3,-20.3,78.0*,-2.5,0.7
COC(=O)c1[nH]c2ccc(Cl)cc2c1NC(=O)CN1CCC(C(N)=O)CC1,-0.3,-0.6,-4.2,-2.6,-10.4,-12.6,0.5,-6.1[fluorescence artefact?],2.9
CCC(=O)NC(NC(=S)Nc1ccccc1Br)C(Cl)(Cl)Cl (configuration not stated),13.3,-0.9,0.4,1.8,-8.8,3.2,0.6,2.9,5.3
COc1ccc(CNC(=O)C2CCN(S(=O)(=O)c3c(C)n[nH]c3C)CC2)cc1,-22.7,-4.4,-2.1,1.8,-9.9,-14.1,0.6,-14.8[fluorescence artefact?],0.5
O=C(c1ccccc1)c1coc2ccc(O)c(CN3CCOCC3)c12,-10.3,-2.7,-1.1,2.3,2.3,-4.9,-0.1,-8.9,-0.4
CC1CC(C)CN(S(=O)(=O)c2ccc(NC(=S)NC(=O)c3ccccc3)cc2)C1 (configuration not stated),3.0,10.0,-1.6,0.5,-21.2,-13.8,0.1,-5.5,7.0
Cc1ccc(NC(=O)CSc2nnc(CNC(=O)c3ccco3)o2)cc1,3.8,2.6,0.0,-0.4,-2.9,-11.1,3.1,-9.0,-10.0
Cc1ccc(C2CC(c3ccccc3)=NN2c2ccccc2)o1 (configuration not stated),3.1,-2.3,13.5,10.5,-8.3,-5.5,-0.3,-2.4[fluorescence artefact?],17.7
O=[N+]([O-])c1ccc(CSc2nnc(Cc3ccccc3)o2)cc1,·,4.5,-3.1,1.8,-1.2,0.3,-0.2,-0.2,28.0
O=S(=O)(Nc1ccc2c(c1)nc1n2CCN(Cc2ccccc2)C1)c1ccc(F)cc1,-19.8,-4.1,-16.1,-5.7,-6.1,-9.6,-0.4,-2.4,1.3
CCC(C(=O)Nc1cccc(C(=O)O)c1)c1ccccc1 (configuration not stated),8.9,-2.8,3.7,-1.2,-6.3,0.3,14.2,-1.8,13.5
Cc1ccc(C)c(N(C(=O)CCC(=O)Nc2cc(C)on2)C(C(=O)NC2CCCC2)c2ccco2)c1 (configuration not stated),-8.7,-3.7,1.7,-6.5,-0.6,-2.1,0.0,-8.3[fluorescence artefact?],1.9
CCSc1nnc(NC(=O)c2csc(C)c2)s1,-13.9,-0.8,-3.5,-0.4,-18.0,-19.9,0.0,9.3[fluorescence artefact?],-4.6
O=C(N/N=C/C1CCCCC1)c1cc(Cl)ccc1O,0.4,-2.9,3.1,2.8,3.6,-15.9,-0.5,-2.9[fluorescence artefact?],0.5

Quoted from the listing:
CCc1ccc(CN(C)C(=O)CCc2nnc(CCc3ccccc3OC)o2)nc1 in Tb hexokinase is listed with 1.6
COc1ccc2c(c1OC)C(=O)OC2CC(=O)c1ccc(O)c(O)c1 (configuration not stated) in Mdm2 ligase inh is listed with -15.7

This is a random part of the collection; any-hit rate near 3.2%.
